rCAG RNA binder: binds r(CAG) RNA repeats | 370,000 tested, 1.3% active | r(CAG) RNA repeat, TO-PRO-1 dye displacement fluorescence | inhibition, % at 3 µM;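 active means inhibition above the plate cutoff, the mean of all test compounds on that plate plus 3 SD, cut at about 35% in these data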;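 further: 0% = DMSO alone and 100% = 100 µM mitoxantrone as full dye displacement; higher means more dye released from RNA so lower well fluorescence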
HTRA1 inhibitor: blocks human HTRA1 serine peptidase; inhibition, % at 5.96 µM; 340,000 tested, 0.5% active; AID 504803; recombinant HTRA1, FP-rhodamine activity-based probe, fluorescence polarization; Q92743; in the data active means inhibition above about 36%;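 further: 0% = enzyme with DMSO and 100% = wells lacking enzyme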
TCR CD3 inh: blocks the human TCR-CD3 interaction | TAMRA-labeled TCR probe fluorescence, biochemical | AID 651800 | 360,000 tested, 0.37% active | inhibition, % at 9.4 µM; in the data active means inhibition above about 19%;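 further: recombinant mutant TCR 2C K166C tagged with TAMRA read by polarization; 0% = receptor in buffer alone and 100% = receptor with positive control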
GC-A act: GC-A (human) enzyme activation. HEK293 GC-A cells, cGMP TR-FRET, EC30 ANP; 0% at EC30 ANP, 100% saturating ANP. activation, % at 10 µM. 370,000 tested, 0.14% active. AID 1671463; in the data active means activation above about 40%
Target sequence (P16066 whole entry, looked up): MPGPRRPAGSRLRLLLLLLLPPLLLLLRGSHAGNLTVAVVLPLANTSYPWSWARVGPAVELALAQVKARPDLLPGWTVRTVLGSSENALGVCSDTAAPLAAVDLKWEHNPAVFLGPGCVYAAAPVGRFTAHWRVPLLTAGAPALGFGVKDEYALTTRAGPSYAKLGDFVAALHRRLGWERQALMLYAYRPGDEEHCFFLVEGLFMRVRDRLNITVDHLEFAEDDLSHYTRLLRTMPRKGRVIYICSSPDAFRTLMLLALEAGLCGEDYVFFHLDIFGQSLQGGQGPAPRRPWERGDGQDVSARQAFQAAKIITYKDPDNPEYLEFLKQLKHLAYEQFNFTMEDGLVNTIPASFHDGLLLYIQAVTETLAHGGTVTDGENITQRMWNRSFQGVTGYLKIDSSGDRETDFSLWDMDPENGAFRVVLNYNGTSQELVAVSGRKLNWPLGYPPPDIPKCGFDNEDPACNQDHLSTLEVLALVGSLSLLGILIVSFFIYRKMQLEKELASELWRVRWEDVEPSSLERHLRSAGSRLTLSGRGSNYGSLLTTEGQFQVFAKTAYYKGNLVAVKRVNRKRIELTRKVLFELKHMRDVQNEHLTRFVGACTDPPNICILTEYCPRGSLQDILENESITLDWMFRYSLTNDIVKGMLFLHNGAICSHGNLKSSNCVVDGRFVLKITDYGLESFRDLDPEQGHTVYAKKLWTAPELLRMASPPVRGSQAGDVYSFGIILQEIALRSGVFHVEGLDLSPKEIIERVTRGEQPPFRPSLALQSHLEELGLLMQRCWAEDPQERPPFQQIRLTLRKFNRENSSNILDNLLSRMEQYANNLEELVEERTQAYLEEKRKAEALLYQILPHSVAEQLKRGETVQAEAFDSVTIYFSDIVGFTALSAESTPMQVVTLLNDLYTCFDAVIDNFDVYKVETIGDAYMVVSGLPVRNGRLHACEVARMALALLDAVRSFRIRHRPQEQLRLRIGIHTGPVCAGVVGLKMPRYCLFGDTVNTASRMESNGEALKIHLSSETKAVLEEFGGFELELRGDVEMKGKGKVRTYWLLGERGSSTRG
UHRF1 binding: blocks human UHRF1 binding to methylated DNA; Q96T88; UHRF1 binding to methylated oligo, TR-FRET; inhibition, % at 4.4 µM; 370,000 tested, 0.75% active; in the data active means inhibition above about 21%;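 further: UHRF1 SRA domain binding a hemimethylated CpG hairpin DNA probe; 0% = median of test compound wells and 100% = reference inhibitor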
SIAE primary: inhibitors of human sialic acid acetylesterase SIAE; SIAE FP-Rh probe binding, fluorescence polarization; Q9HAT2; AID 1053197; inhibition, % at 9.66 µM; 370,000 tested, 0.69% active;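 active means inhibition above a cutoff: mean of compounds within the control limits plus 3 SD of those, cut at about 17% in these data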;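 further: 0% = plate median of compound wells and 100% = probe without SIAE protein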
PRMT1 FP inh: blocks human protein arginine methyltransferase 1; inhibition, % at 2.79 µM; 370,000 tested, 1.3% active; Q99873; recombinant PRMT1, activity-based probe fluorescence polarization; AID 652257;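 active means inhibition above about 21% made by adding two undisclosed values, limit read from the data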
MBD2 inh: MBD2-methylated oligo binding inhibition | Q9UBB5 | TR-FRET, MBD2 binding to methylated oligonucleotide | inhibition, % at 4.4 µM | 370,000 tested, 0.31% active | AID 686964; in the data active means inhibition above about 13%
GC-B act: GC-B (human) receptor activation | activation, % at 10 µM | 370,000 tested, 0.11% active | HEK293-GC-B cells, CNP EC30, cGMP TR-FRET; 0% at EC30 CNP, 100% saturating CNP | AID 1920062;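 active means activation at 10 µM reaching about 35% in either raw or pattern-adjusted values, limit read from the data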
mABHD4 FP: inhibits mouse alpha/beta hydrolase domain 4 | AID 720543 | Q8VD66 | 370,000 tested, 0.54% active | purified mABHD4, FP-Rh probe fluorescence polarization | inhibition, % at 8.92 µM;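 active means inhibition exceeding the mean over every tested compound plus 3 SD, cut at about 30% in these data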;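 further: 0% = plate median of compound wells and 100% = S159A mutant with DMSO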
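Test system: mouse ABHD4 enzyme, wild type. Reagent: FP-Rh fluorescent activity-based probe, added after compound pre-incubation. Timing: pre-incubation 45 min, probe exposure 60 min, at 25 °C. Technique: FP readout, ex 525 nm / em 598 nm. Benchmarks: high control S159A mutant with DMSO, low control median of compound wells.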
The depositor's hits bear a star; . = no result given; & = joins results of further samples. These rows are one share of the data; count on the stated rates, not on these rows.

SMILES	rCAG RNA binder	HTRA1 inhibitor	TCR CD3 inh	GC-A act	UHRF1 binding	SIAE primary	PRMT1 FP inh	MBD2 inh	GC-B act	mABHD4 FP
CC1CCC/C(=C(\C#N)c2nc(-c3cc4ccccc4oc3=O)cs2)C1 (stereo unspecified)	9	-6	-6	-3	2	-14	1	2	-1	-9
O=C(Cn1c(CO)nc2ccccc21)NCCc1ccccc1	0	1	4	1	1	-2	-4	-6	0	-5
CCO[C@@H]1OC(C(=O)NCc2ccccc2)=C[C@H](C(C)(C)C)[C@H]1CCCO	-11	-6	2	0	-1	6	-5	-3	6	-3
COc1cc2c(cc1OC)C(c1cc3cc(OC)c(OC)cc3[nH]c1=O)N(C(=O)C1CC1)CC2 (stereo unspecified)	-1	-3	-3	-1	0	1	5	-1	-4	-2
C=CS(=O)(=O)N[C@@H](CSSC[C@H](NS(=O)(=O)C=C)C(=O)OC)C(=O)OC	0	.	0	5	-1	3	12	1	-4	2
O=C(CNC(=O)c1ccc(Br)o1)Nc1ccc(F)c(S(=O)(=O)N2CCOCC2)c1	14	-8	10	0	3	-6	4	-4	1	-3
O=C(NCc1ccccc1)c1cccc(NC(=O)c2ccccc2)c1	0	-26	-10	4	1	-1	2	1	8	1
CCOC(=O)c1ccc(/[N+]([O-])=C/c2ccccc2)cc1	-1	-6	5	-2	-4	3	25*	-3	8	13
Cc1cccc(C)c1NC(=O)CN(C)C(=O)CN1C(=O)NC2(CCCC2)C1=O	0	1	3	0	3	-10	-5	-1	3	-4
c1csc(-c2nn[nH]n2)c1	2	-2	3	3	-2	4	4	3	2	0
O/C(=C\Sc1nnc(Cc2ccccc2)o1)c1ccc(F)cc1	1	-9	-5	4	1	-10	0	3	-1	-2
COc1ccc(N(C)C(=O)Nc2ccc3nsnc3c2)cc1	-4	16	0	4	4	-1	9	-3	6	6
CN(C)C=Nc1ccc2nc3c(cc2c1)[nH]c1ccccc13	10	0	0	8	-5	-8	3	-7	-5	8
Cc1ccc(CNC(=O)CSc2nc(N3CCCCC3)nc(N3CCCCC3)n2)cc1	-2	-7	5	-3	1	0	1	3	0	0
CN(CC(=O)Nc1ccc(Cl)c(Cl)c1)CC(=O)N1CCc2ccccc21	6	-30	-6	-4	1	-1	-4	-2	-2	-10
CCOc1ccc(Br)cc1/C(C)=N\NC1=NCCN1	3	-8	3	-4	-3	4	-2	1	-5	3
COC(=O)C1CCCCN1C(=O)c1ccc(OC2CCN(C(C)=O)CC2)c(OC)c1 (stereo unspecified)	-6	1	5	-1	-2	6	-2	-1	1	-4
C=CCn1c(O)c(N=NC(=O)CNC(=O)Cc2ccccc2)c2ccccc21	0	1	6	-2	-3	-4	-3	-10	-2	-2
O=C(NC(=S)Nc1cccc(Cl)c1N1CCCCC1)c1ccc2c(c1)OCCO2	3	-2	7	-5	0	5	0	3	-1	5
O=C(COc1ccc(F)cc1Cl)Nc1ccc(S(=O)(=O)Nc2nccs2)cc1	43*	-5	3	3	2	-10	1	1	-5	-10

Looked up above.
For SIAE primary, `COC(=O)C1CCCCN1C(=O)c1ccc(OC2CCN(C(C)=O)CC2)c(OC)c1` (stereo unspecified) shows 6
For SIAE primary, `O/C(=C\Sc1nnc(Cc2ccccc2)o1)c1ccc(F)cc1` shows -10
For mABHD4 FP, `O=C(NCc1ccccc1)c1cccc(NC(=O)c2ccccc2)c1` shows 1
For mABHD4 FP, `CN(CC(=O)Nc1ccc(Cl)c(Cl)c1)CC(=O)N1CCc2ccccc21` shows -10
For GC-B act, `CCOC(=O)c1ccc(/[N+]([O-])=C/c2ccccc2)cc1` shows 8

2 compounds from above, showing only GC-B act and PRMT1 FP inh.
Structure	GC-B act	PRMT1 FP inh
CCOC(=O)c1ccc(/[N+]([O-])=C/c2ccccc2)cc1	8	25*
Cc1cccc(C)c1NC(=O)CN(C)C(=O)CN1C(=O)NC2(CCCC2)C1=O	3	-5

Next compounds follow:
SMILES	rCAG RNA binder	HTRA1 inhibitor	TCR CD3 inh	GC-A act	UHRF1 binding	SIAE primary	PRMT1 FP inh	MBD2 inh	GC-B act	mABHD4 FP
CC(OC(=O)CCCc1c[nH]c2ccccc12)C(=O)Nc1ccc(S(N)(=O)=O)cc1 (stereo unspecified)	12	-4	6	-5	-1	3	1	1	0	-4
O=C(c1ccc(CS(=O)c2cccc(Cl)c2)o1)N1CCN(C2CCCCC2)CC1 (stereo unspecified)	-9	3	5	-1	0	-6	-2	-4	0	0
COc1ccc(CCNCC(O)c2ccccc2)cc1 (stereo unspecified)	3	-1	8	1	-2	3	-4	-8	7	6
CCOC(=O)c1cc(CC)sc1NC(=O)C1CC1	-3	-1	3	1	-1	3	-4	2	0	-3
O=C(NC1CCCC1)c1cccc2c1C(=O)c1ccc(N3CCCCC3)cc1S2(=O)=O	-2	-1	6	3	-1	-1	0	0	-3	0
CC(C)NC(=O)Nc1ccc2c(c1)C(=O)N([C@H](C)CO)C[C@H](C)[C@@H](CN(C)S(=O)(=O)c1cn(C)cn1)O2	1	1	-2	-2	0	-1	-9	-1	-1	-2
CCCOc1ccc(C2CC(=O)Nc3cc(OC)c(OC)cc32)cc1 (stereo unspecified)	-4	1	1	-2	0	-4	0	1	-1	-4
O=S(=O)(NCCc1cn2ccccc2n1)c1cccs1	2	2	-2	3	0	3	0	-1	5	3
CC1=NN(c2ccc(C(F)(F)F)cn2)C(=O)C1	0	19	-1	2	-3	1	1	0	1	10
O=C1CC(N2CCN(c3cccc(C(F)(F)F)c3)CC2)C(=O)N1c1ccccc1 (stereo unspecified)	-5	1	-6	2	0	-3	7	4	-1	1
O=C(Cn1c(C(=O)OCCO)cc2ccccc21)c1ccccc1	3	-20	-7	-2	0	-3	4	7	-8	-14
O=C(Cc1cccs1)Nc1ccc(-c2nnc(-c3ccco3)o2)cc1	1	4	3	-1	0	-6	-3	-5	-6	-2
O=C(CNc1ccc(Br)cc1)Nc1cccc(S(=O)(=O)N2CCCC2)c1	10	-24	0	0	11	-4	4	6	2	0
Cc1ccc(NC(=O)c2cc(-c3ccc4c(c3)OCO4)on2)cc1	0	-3	8	2	1	2	-1	-3	5	-1
O=C(Nc1ccc2c(c1)OCCO2)C(c1ccc(F)cc1)N1CCCCC1 (stereo unspecified)	-5	-9	-2	0	0	6	-3	-1	1	-5
Cc1cccc(C)c1NC(=O)c1c(-c2ccccc2)noc1C	-1	-2	3	2	0	0	0	1	3	-3
CCOc1c(Cl)cc(C(=O)Nc2cccc(C(=O)O)c2)cc1Cl	16	-7	2	-4	4	1	0	2	-1	-12
Cc1ccc(C(=O)Nn2cnnc2)cc1Cl	0	11	-2	4	-4	3	-1	-1	8	-5
CC(C)c1nc2ccccn2c1NC1CCCCC1	-6	-1	-7	1	0	0	3	-4	-7	2
Cc1ccc(NC(=O)CCC(=O)N/N=C/c2cccs2)cc1C	0	-5	5	3	-6	9	-4	-4	-1	2
CCCCOc1ccc(C(=O)OC2CC(C)N(C)CC2C)cc1 (stereo unspecified)	-8	-3	-2	6	5	-2	-1	5	1	7
O=C(NCc1cccc(Br)c1)c1cc(-c2ccccc2)nn1CC1CC(c2cccc([N+](=O)[O-])c2)=NO1 (stereo unspecified)	3	-8	-1	0	-3	-35	-3	3	4	1
CCCn1c(=O)c2ccccc2n2c(SCC(=O)Nc3cc(C)on3)nnc12	1	1	-2	-2	2	0	1	7	-11	-6
O=C(NC(c1ccccc1)c1ccc2ccccc2n1)C1CCN(Cc2ccc(Cl)c(Cl)c2)CC1 (stereo unspecified)	6	.	-4	-6	0	-4	2	0	-3	-12
O=C(CN1CCN(Cc2ccccc2F)C1=O)NC1CCCC1	-4	4	3	6	0	3	-5	-4	-2	-3
Cc1ccc(OCC(O)CN2CCN(c3ccccn3)CC2)c(C)c1 (stereo unspecified)	-9	2	2	0	-1	-1	0	-2	4	0
COc1ccc(S(=O)(=O)NCc2cccnc2)cc1	-2	1	-2	5	7	-2	-2	-2	6	3
Cc1ccc(C(=O)Nc2nc(=O)[nH]s2)cc1	0&-1	-2&5	2&13	3&3	-1&0	8&-2	0&1	-1&0	0&7	7&1
O=C(C(=O)N1CCC(CNS(=O)(=O)c2ccccc2OC(F)(F)F)CC1)c1cc2ccccc2o1	3	.	-7	0	-1	-2	7	4	3	3
CS(=O)(=O)Nc1cccc(-c2cc(NC=O)c3ncc(-c4ccc(F)c(Cl)c4)n3c2)c1	12	.	-5	-10	1	-19	0	-2	10	-23
CC(=O)N1CCOc2ccc(S(=O)(=O)NCC3CCC(C(=O)Nc4ccc(C)cn4)CC3)cc21 (stereo unspecified)	-1	2	3	4	2	-4	-1	3	1	-6
CC(=O)c1ccc(NS(=O)(=O)c2ccc(N/C=C/C(=O)c3ccc(F)cc3)cc2)cc1	30	-30	5	0	3	-150	-4	-1	0	-21
O=c1[nH]cnc2c1ncn2Cc1ccc([N+](=O)[O-])cc1	1	5	-1	14	3	5	5	1	18	-5
CC(C)[C@H](NC(=O)C1CCN(S(=O)(=O)c2ccc(F)cc2)CC1)C(=O)NCc1ccncc1	-1	6	0	6	-2	-8	0	-2	6	-1
Cc1cccc(NC(=O)c2cc[n+]([O-])cc2)c1C	0	3	3	1	1	-1	-2	4	5	4
Cc1nc(SCC(=O)Nc2c(C)n(C)n(-c3ccccc3)c2=O)c2cnn(-c3ccccc3)c2n1	7	1	-6	1	9	0	3	7	-4	-7
C/C(CC(=O)Nc1ccc(Cl)cc1Cl)=N\NC(=O)c1ccncc1	6	0	-3	2	0	2	7	8	0	0
CCC(Oc1ccc2c(=O)c(-c3ccccc3OC)coc2c1)C(=O)OCc1ccccc1 (stereo unspecified)	6	-31	10	4	-1	-1	0	-5	2	10
Cc1noc(C)c1S(=O)(=O)N(CC(=O)N1CCn2c1nc1ccccc12)c1ccc(C(C)C)cc1	2	4	8	-2	-1	3	-4	-5	1	0
O=C(Cc1ccc(F)cc1)N/N=C/c1ccccn1	0	-3	3	2	1	-2	1	-3	2	0
COc1cc(C)c(NC(=S)Nc2cccc(Cl)c2C)cc1OC	3	8	0	3	-1	0	0	-1	0	-2
O=C(Nc1cc(-c2nn(CC(=O)N3CCCCC3)c(=O)c3ccccc23)ccc1N1CCOCC1)c1ccc(Cl)cc1	0	-3	5	6	1	-1	1	-5	5	-5
COc1cc2c(cc1NS(=O)(=O)N1CCCCC1)oc1ccccc12	8	-26	2	1	-2	0	-2	4	-3	-16
COCCn1c(SC)nnc1-c1c[nH]c2ccccc12	0	6	-1	-1	-1	7	5	8	4	6
O=C(CSc1ccc(F)cc1)Nc1nnc(-c2ccco2)o1	4	0	3	-6	0	-2	2	-3	0	0
COc1ccc(NC(=O)CSc2nc(N)cc(N)n2)cc1S(=O)(=O)N1CCCCC1	5	4	3	-2	-1	6	10	-1	-4	0
O=C(Cc1cccs1)Nc1ccccn1	6	-4	12	-1	0	3	0	4	1	3
CCOC(=O)CCC(=O)NNC(=O)c1ccc(NC(=O)c2ccccc2)cc1	-1	5	0	-2	2	-8	-6	4	-3	0
CCOC(=O)c1c(-c2ccc(C)o2)csc1NC(=O)CSc1ncn[nH]1	13	-12	1	1	-4	-6	33*	0	-1	-9
NC(=S)N1N=C(c2ccccc2)CC1=O	2	8	-6	-4	3	13	1	5	-3	3
CCn1c(C(=O)OC)cc2c1ccn2-c1ccc(F)cc1	4	-9	-4	-1	-1	11	1	-6	-6	-15

Source: PubChem
